Screens from PubChem BioAssay.
EWS-Fli inh – EWS/Fli transcriptional activity inhibition; A673 NR0B1-luciferase reporter, viability-normalised; inhibition, % at 12.6 µM; 350,000 tested, 0.67% active; AID 651661;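 active means mean inhibition of at least 50% after viability correction, with every replicate also passing that limit; inconclusive means mean reaches 50% but only one of two replicates passes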;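 further: firefly luciferase signal divided by Alamar Blue viability fluorescence both relative to DMSO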
PAX8 inh HTS – inhibitors of PAX8 transcriptional activity in RMG-I cells | inhibition, % at 12.6 µM | 360,000 tested, 1.2% active | AID 652154 | RMG-I TPO-luciferase reporter, SteadyGlo, 24 h;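 active means mean replicate inhibition at least 60% with every replicate also reaching 60%; inconclusive means only one of the two criteria is met; inactive means mean below 60% and not all replicates reaching 60%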;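 further: luciferase light reporting Pax8 driven TPO promoter activity; plate controls were median of neutral control wells for no effect and mitoxantrone controls for full effect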
F508del corr – CFTR F508del correction in bronchial cells; CFBE cells, YFP halide quenching; stimulated with forskolin plus potentiator P3; % fluorescence drop versus neutral controls; activity (quench increase), % at 7.58 µM; 350,000 tested, 0.36% active;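 active means mean added fluorescence quench of at least 8% versus neutral control, with both replicates also reaching 8%; inconclusive means only one of the mean or replicate conditions met; inactive means mean below 8% and not both replicates reaching 8%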;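 further: cells transiently co-express mutant CFTR-F508del with the halide-sensitive YFP; corrector assay measuring rescue of mutant channel to the surface after 24 h compound exposure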
ERp5 block – blocks human ERp5 reductase activity on insulin; ERp5 insulin aggregation, absorbance 650 nm, 90 min; inhibition, % at 9.99 µM; 350,000 tested, 0.05% active;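 active means mean replicate inhibition above about 25%, with every replicate also reaching it, limit read from the data, passing the limit was not always enough; inconclusive means only one of those two criteria met; inactive means neither criterion met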
Target sequence (Q15084 whole entry, looked up): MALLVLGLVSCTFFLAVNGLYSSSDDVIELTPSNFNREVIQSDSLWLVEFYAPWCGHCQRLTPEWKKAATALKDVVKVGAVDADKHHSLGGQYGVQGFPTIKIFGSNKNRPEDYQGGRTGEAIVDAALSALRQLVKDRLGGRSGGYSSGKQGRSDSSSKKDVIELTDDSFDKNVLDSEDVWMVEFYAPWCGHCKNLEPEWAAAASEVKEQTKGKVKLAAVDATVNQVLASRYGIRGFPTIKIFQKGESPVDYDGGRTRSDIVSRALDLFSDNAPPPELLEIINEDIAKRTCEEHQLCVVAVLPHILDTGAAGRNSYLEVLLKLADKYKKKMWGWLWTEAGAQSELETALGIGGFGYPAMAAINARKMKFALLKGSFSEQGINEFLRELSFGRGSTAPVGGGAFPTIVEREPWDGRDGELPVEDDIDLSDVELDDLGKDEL
INS-1E GSIS act – GLuc luminescence reporter in INS-1E cells, primary screen for activators of glucose-dependent secretion of insulin. activation, % at 16.6 µM. AID 743287. INS-1E GLuc reporter insulin secretion, 2-3 h. 370,000 tested, 0.61% active;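 active means lowest replicate activation of at least 40%, so every replicate reaches that level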;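 further: 0% = median of neutral control wells and 100% = median of IBMX positive control wells; some compounds called inactive have numbers as strong as hits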
Xi reactivation – activators of X-chromosome reactivation in mouse fibroblasts; XiGFP mouse fibroblasts, % GFP-positive cells imaging, 3 d; cells co-treated with 5-aza-dC sensitizer; scaled so ellipticine positive control = 100%; activation, % at 7.58 µM; 360,000 tested, 0.055% active;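 active means mean normalized replicate activation at least 10% and every replicate at or above 10%; inconclusive means only one of the two criteria met; inactive means mean below 10% and not all replicates reach 10%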;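 further: 0% = median of on-plate neutral control wells and 100% = ellipticine 6 µM median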
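Assay system – SV40-immortalized XiGFP fibroblast cells, line 68-5-11 · Buffer or medium – DMEM supplemented with 5-aza-dC as sensitizing agent · Dosing – one concentration, pinned · Benchmarks – positive control ellipticine, 6 µM final · Times – 3 days compound exposure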
ARNT TACC3 PPI – disrupts binding between human ARNT and TACC3 | Q9Y6A5 | inhibition, % at 9.99 µM | 390,000 tested, 0.66% active | AlphaScreen His-ARNT PAS-B/GST-TACC3 binding, luminescence; TACC3 fragment carries E629A point mutation | AID 623870;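 active means mean inhibition of replicates at least 50% and at least half of replicates each reaching 50%; inconclusive means half or more replicates reach 50% but mean below 50%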;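 further: 0% = complete ARNT plus TACC3 wells and 100% = ARNT alone without TACC3; many hits fall short of the cut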
DENV2 CPE – inhibitors of DENV2 cytopathic effect; 350,000 tested, 1.7% active; AID 651640; DENV2-infected cells, cytopathic effect rescue, plate reader; CPE inhibition, % at 9.99 µM; in the data active means CPE inhibition above about 20%, passing the limit was not always enough; inconclusive means no clear call, values can overlap the other calls; tested in BHK-21 cells;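 further: 0% = median of neutral control wells and 100% = median of positive control wells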
Starred values were filed as active, the others as inactive; ? = inconclusive; · = not tested or not shown.

SMILES | EWS-Fli inh | PAX8 inh HTS | F508del corr | ERp5 block | INS-1E GSIS act | Xi reactivation | ARNT TACC3 PPI | DENV2 CPE
Cc1ccc(-c2nc(CS(=O)(=O)CC(=O)NCCCN(Cc3ccccc3)C(C)C)c(C)o2)cc1 | 13 | 6 | 0.6 | -2 | -43 | 0.1 | 2 | -5
O=C(O)CN1C(=O)/C(=C\c2ccccc2OCc2ccc(F)cc2)SC1=S | -5 | -87 | -2.7 | 3 | 14 | 0.0 | 12 | -7
Cc1ccc(S(=O)(=O)N2[C@@H](c3ccc(C(C)(C)C)cc3)C(C(=O)O)=CC[C@H]2c2ccc(C(C)C)cc2)cc1 | -17 | 0 | -5.7 | -2 | -35 | 0.0 | -1 | -24
COc1ccc(C(=O)O)cc1S(=O)(=O)Nc1ccccc1Cc1ccccc1 | 4 | 18 | 0.5 | 1 | 6 | 0.3 | -5 | 11
CCN(CC(=O)NCc1ccc(F)cc1)C(=O)/C=C/c1ccc(OC)cc1 | -1 | -2 | 2.6 | 1 | -6 | 0.1 | -3 | 6
Cc1cccc(C(=O)Nc2ccc(C(=O)c3ccncc3)cc2)c1 | 2 | 12 | -2.5 | 4 | -8 | 0.0 | · | 15
O=C(CSc1nnc(Nc2ccccc2F)s1)NC1CC1 | -43 | -44 | -2.9 | 9 | 8 | -0.3 | 24 | ?
C[C@@H]1CN([C@@H](C)CO)C(=O)c2cccc(NC(=O)c3ccc(-c4nccs4)cc3)c2O[C@H]1CN(C)C(=O)Nc1cccc2ccccc12 | 13 | 5 | 3.0 | 0 | -4 | 0.1 | 4 | -4
Cc1ccc(Sc2ncccc2C(=O)NCC(c2ccc(F)cc2)N2CCOCC2)c(C)c1 (stereo not drawn) | 10 | 10 | -0.3 | 0 | -25 | 0.2 | · | -2
CN(CC(=O)Nc1cc(S(=O)(=O)N2CCCCCC2)ccc1Cl)Cc1ccc2c(c1)OCO2 | 10 | 19 | -0.6 | 1 | -9 | -0.1 | -2 | -2
CN(C(=O)[C@H]1O[C@@H](n2cnc3c(=O)[nH]c(N)nc32)[C@H](O)[C@@H]1O)C1CCCCC1 | -3 | -5 | 2.0 | 2 | 17 | 0.0 | · | 17
C[C@@H]1CCCCO[C@H](CN(C)C(=O)Nc2cccc3ccccc23)[C@H](C)CN([C@@H](C)CO)C(=O)c2cc(NC(=O)Nc3ccc4c(c3)OCO4)ccc2O1 | -18 | 9 | 1.3 | 9 | 8 | -0.1 | 1 | -4
CCCN1C[C@@H](C)[C@H](OC)CN(C)C(=O)c2cc(NS(=O)(=O)c3ccccc3)ccc2OC[C@H]1C | 13 | 8 | 5.9 | 4 | · | 0.2 | 6 | -5
COc1ccc(-c2noc(-c3cccc(Cl)c3)n2)cc1OC | · | -48 | · | · | 70 | 0.2 | -1 | ·
C[C@@H]1CN([C@@H](C)CO)C(=O)c2cc(C#CCC3CCCC3)cnc2O[C@H]1CN(C)C(=O)CN(C)C | 2 | 0 | 2.2 | 5 | 1 | -0.7 | -3 | -3

Five entries already listed, sorted by number of heavy atoms, lowest first:
SMILES | EWS-Fli inh | PAX8 inh HTS | F508del corr | ERp5 block | INS-1E GSIS act | Xi reactivation | ARNT TACC3 PPI | DENV2 CPE
Cc1cccc(C(=O)Nc2ccc(C(=O)c3ccncc3)cc2)c1 | 2 | 12 | -2.5 | 4 | -8 | 0.0 | · | 15
Cc1ccc(Sc2ncccc2C(=O)NCC(c2ccc(F)cc2)N2CCOCC2)c(C)c1 (stereo not drawn) | 10 | 10 | -0.3 | 0 | -25 | 0.2 | · | -2
C[C@@H]1CN([C@@H](C)CO)C(=O)c2cc(C#CCC3CCCC3)cnc2O[C@H]1CN(C)C(=O)CN(C)C | 2 | 0 | 2.2 | 5 | 1 | -0.7 | -3 | -3
Cc1ccc(S(=O)(=O)N2[C@@H](c3ccc(C(C)(C)C)cc3)C(C(=O)O)=CC[C@H]2c2ccc(C(C)C)cc2)cc1 | -17 | 0 | -5.7 | -2 | -35 | 0.0 | -1 | -24
C[C@@H]1CN([C@@H](C)CO)C(=O)c2cccc(NC(=O)c3ccc(-c4nccs4)cc3)c2O[C@H]1CN(C)C(=O)Nc1cccc2ccccc12 | 13 | 5 | 3.0 | 0 | -4 | 0.1 | 4 | -4

Next section
SMILES | EWS-Fli inh | PAX8 inh HTS | F508del corr | ERp5 block | INS-1E GSIS act | Xi reactivation | ARNT TACC3 PPI | DENV2 CPE
CCCC(=O)Nc1ccc2c(c1)C(=O)N(C)[C@@H]1CC[C@H](CC(=O)NCCc3ccncc3)O[C@H]1CO2 | -10 | -3 | 0.7 | -1 | 0 | 0.2 | -11 | 3
CCOC(=O)c1cccc(NC(=O)N2CCOCC2)c1 | -10 | -14 | 0.9 | 2 | -7 | 0.1 | -10 | 1
CC(=O)Oc1ccc(C(=O)Nc2cccnc2)cc1 | 2 | -33 | 1.5 | 0 | -9 | 0.0 | -3 | 4
CCOC(=O)N1CCC(Nc2c(NCCN3CCN(Cc4ccccc4)CC3)c(=O)c2=O)CC1 | 7 | · | -1.1 | 11 | 6 | · | 6 | 3
CCN1C(=O)CC(N2CCC(c3nc4ccccc4[nH]3)CC2)C1=O (stereo not drawn) | 5 | 1 | -5.5 | -7 | -9 | 0.5 | -4 | 1
COCCNC(=O)CN1C(=O)NC(c2ccccc2)(c2ccccc2)C1=O | 10 | 20 | -3.2 | 2 | 1 | 0.3 | 7 | 0
CCOC(=O)/C(C#N)=C/c1cn(CCC(=O)O)nc1-c1ccc(Cl)cc1 | 2 | 14 | · | ? | -32 | 0.0 | -4 | -4
O=C(CC1SC(=O)N(Cc2ccc(Cl)cc2)C1=O)Nc1nccs1 (stereo not drawn) | -13 | 10 | 2.0 | 3 | 1 | 0.1 | · | -8
CCNC(=O)C[C@@H]1CC[C@H]2[C@@H](COc3ccc(NC(=O)Nc4ccccc4Cl)cc3C(=O)N2C)O1 | 6 | 5 | -3.3 | -7 | 9 | 0.2 | -1 | 6
CCOC(=O)c1ccc(S(=O)(=O)N2CCC(C(=O)NCC3CCCCC3)CC2)cc1 | 6 | -2 | -3.6 | 4 | 19 | 0.1 | 0 | 8
O=C(Nc1ccccc1)C(=O)c1c[nH]c2ccccc12 | -25 | -38 | -2.8 | 1 | -12 | 0.0 | -5 | -5
CC(C)(C)C(=O)c1c(N)[nH]c(C(=O)c2ccccc2)c1-c1ccc([N+](=O)[O-])cc1 | -17 | -34 | -1.8 | 1 | -29 | 0.2 | · | -8
Cc1cc(NC(=O)CSc2nc(C(C)C)nc3c2c(=O)n(C)c(=O)n3C)no1 | -2 | 9 | 4.6 | -4 | · | 0.1 | -4 | 3
Cc1cccc(N2C(=O)C3C4CC(=O)C(c5ccccc54)C3C2=O)c1C (stereo not drawn) | 8 | -5 | 0.5 | -4 | -9 | 0.0 | · | -2
CC(C)(C)OC(=O)NCCCC[C@H](NC(=O)c1nc[nH]c1C(=O)N1CCc2ccccc2C1)C(=O)OC(C)(C)C | 4 | 5 | 0.7 | -1 | -27 | 0.6 | 5 | 9
CCOC(=O)C(C)Sc1nnc(NC(=O)c2ccc(C)c([N+](=O)[O-])c2)s1 (stereo not drawn) | · | 3 | · | · | -17 | 0.3 | -4 | ·
CC=Cc1ccc2n(c1=O)C[C@@H]1[C@@H](CO)[C@H](C(=O)NCC3CC3)[C@H]2N1Cc1ccncc1 (mixture of isomers) | 6 | · | · | -3 | 10 | 0.3 | 7 | 0
N#CC1(Nc2ccc(C(=O)O)cc2)CCCC1 | 2 | -9 | -6.7 | 13 | 22 | 0.1 | -8 | 0
CC(C)CCNC(=O)Cc1csc(-c2ccccc2)n1 | -1 | 0 | -2.0 | 4 | 16 | -0.1 | 16 | -5
COc1cc(C(=O)NC(CCSC)C(=O)Nc2ccc(N3CCOCC3)cc2)cc(OC)c1OC (stereo not drawn) | -3 | 8 | 0.4 | 8 | -4 | -0.1 | · | -9
CCOC1=C2[C@@H](CN(S(=O)(=O)c3ccc(C)cc3)[C@H]2c2cccc3ccccc23)[C@H]2C(=O)N(Cc3ccccc3)C(=O)[C@H]2C1 | 17 | 7 | 2.6 | -4 | -7 | 0.0 | · | -3
COCCN(C(=O)COC(=O)c1ccc(-c2ccccc2)cc1)c1c(N)n(Cc2ccccc2)c(=O)[nH]c1=O | 4 | -1 | -0.5 | -2 | -12 | 0.2 | 0 | -5
COc1cc2oc(=O)cc(-c3ccc(-c4ccc(C#N)cc4)cc3)c2c(OC)c1OC | 1 | 12 | 5.4 | -7 | -1 | 0.1 | 13 | 9
O=C(CSc1nnc(-c2ccccc2)o1)N1CCCC1 | -88 | -113 | -0.7 | 1 | 0 | 0.5 | 13 | 7
CCCCn1c(N)c(N(CCOC)C(=O)C2CCCN(C(=O)c3ccc(Cl)cc3)C2)c(=O)[nH]c1=O (stereo not drawn) | 3 | -4 | 1.8 | 2 | 11 | 0.0 | -2 | 17
NCCc1nnc(SCC(=O)c2ccc(Cl)cc2)o1 | 10 | 2 | -0.4 | 5 | -3 | 0.0 | 5 | 2
C[C@H](CO)N1C[C@H](C)[C@@H](CN(C)Cc2ccccc2)Oc2ccc(NC(=O)Cc3ccccc3)cc2CC1=O | 4 | 12 | -0.2 | 3 | -10 | 0.2 | 0 | 14
C[C@H](CO)N1C[C@H](C)[C@@H](CN(C)Cc2ccccc2)OCCCC[C@H](C)Oc2ccc(NC(=O)Nc3ccc4c(c3)OCO4)cc2C1=O | 64* | -15 | 1.4 | 8 | -17 | -0.2 | 10 | 1
COc1cccc(CN2CCc3[nH]c(=S)[nH]c(=O)c3C2)c1 | 8 | 2 | -2.1 | -1 | 20 | 0.3 | -1 | 0
Cc1cc(-c2nnc(SCC(=O)Nc3cccc(C)c3C)n2N)n[nH]1 | · | -3 | -0.2 | 3 | 22 | 0.0 | -4 | 11
COCC(=O)N1CC[C@H]2[C@H](CO)Nc3ccc(C#Cc4ccccc4)cc3[C@H]21 | -11 | -15 | 0.8 | 2 | 0 | 0.0 | 0 | ?
CCCc1cc(C(=O)Nc2cccc(C(C)=O)c2)no1 | -71 | -78 | -0.6 | -13 | · | -0.3 | 1 | 13
COc1ccc(NC(=O)N(C)C[C@@H]2Oc3ccc(NC(=O)Cc4cn(C)c5ccccc45)cc3C(=O)N([C@H](C)CO)C[C@H]2C)cc1 | 1 | · | 3.1 | -1 | 11 | 0.0 | -1 | ?
CCOc1ccc(Br)cc1S(=O)(=O)Nc1ccc(NC(=O)c2ccccc2F)cc1 | 6 | 14 | · | 7 | -1 | 0.5 | -3 | -3
COc1ccc(Cl)cc1NC(=O)CN(C)C(=O)CN1C(=O)NC(C)(c2ccc3ccccc3c2)C1=O (stereo not drawn) | 4 | 14 | 1.4 | -8 | · | 0.1 | 3 | 3
CC(CC(=O)NCc1ccc(F)cc1)c1ccccc1 (stereo not drawn) | 7 | -41 | 0.3 | 5 | 11 | 0.0 | 0 | 11
CCC(=O)Nc1ccc2c(c1)OC[C@H](C)N(Cc1ccccc1C(=O)O)C[C@@H](C)[C@@H](OC)CN(C)C2=O | -7 | -1 | -1.4 | 1 | 10 | 0.0 | -1 | 2

This is a random part of the collection (roughly 4.2% active in at least one column).
